ARNT-TACC3 inh – disruptors of human ARNT/TACC3 interaction. AlphaScreen His-ARNT PAS-B/GST-TACC3 binding, luminescence; TACC3 fragment carries E629A point mutation. 390,000 tested, 0.66% active. inhibition, % at 9.99 µM. AID 623870. Q9Y6A5;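 active = mean inhibition of replicates at least 50% and at least half of replicates each reaching 50%; inconclusive = half or more replicates reach 50% but mean below 50%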;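 note: 0% = complete ARNT plus TACC3 wells and 100% = ARNT alone without TACC3; many hits fall short of the cut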
LGR2 antag – inhibitors of bursicon-induced Drosophila LGR2 receptor cAMP signaling | inhibition, % at 9.99 µM | 380,000 tested, 0.35% active | HEK293 LGR2, CRE-luciferase, bursicon-stimulated, 4 h;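 active = drop in luminescence signal, shown as inhibition above about 50% in the replicate tests, limit read from the data, passing the limit was not always enough; inconclusive = probably only some replicates passing the limit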;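 note: agonist challenge used bursicon conditioned medium at about half maximal strength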
Casp6 inh – blocks human caspase-6 cleavage activity; AID 686996; inhibition, % at 12.5 µM; purified caspase-6, Z-VEID-R110 cleavage fluorescence; 350,000 tested, 0.53% active; P55212;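 active = mean inhibition across replicates at least about 35%, with every replicate also reaching that limit, limit read from the data; inconclusive = only one of the two criteria met; inactive = neither criterion met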;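 note: 0% = median of neutral control wells and 100% = no fluorescence left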
Target sequence (P55212 24-179 limits assumed): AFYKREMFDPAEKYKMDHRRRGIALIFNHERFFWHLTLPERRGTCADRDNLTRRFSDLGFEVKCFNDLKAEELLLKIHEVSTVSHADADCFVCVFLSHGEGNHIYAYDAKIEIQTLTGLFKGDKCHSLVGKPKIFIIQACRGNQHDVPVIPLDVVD
Target sequence (P55212 194-293 limits assumed): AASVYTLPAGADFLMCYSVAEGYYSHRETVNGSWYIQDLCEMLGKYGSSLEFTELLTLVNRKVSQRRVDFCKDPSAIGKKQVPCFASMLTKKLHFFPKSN
SIRT5 inh – inhibitors of human sirtuin-5 desuccinylase | Q9NXA8 | Purified SirT5, succinyl-peptide AMC, trypsin-coupled fluorescence | inhibition, % at 15 µM | 330,000 tested, 1.1% active; in the data active = inhibition above about 15%; inconclusive = no clear call, values can overlap the other calls
Target sequence (Q9NXA8 whole entry, looked up): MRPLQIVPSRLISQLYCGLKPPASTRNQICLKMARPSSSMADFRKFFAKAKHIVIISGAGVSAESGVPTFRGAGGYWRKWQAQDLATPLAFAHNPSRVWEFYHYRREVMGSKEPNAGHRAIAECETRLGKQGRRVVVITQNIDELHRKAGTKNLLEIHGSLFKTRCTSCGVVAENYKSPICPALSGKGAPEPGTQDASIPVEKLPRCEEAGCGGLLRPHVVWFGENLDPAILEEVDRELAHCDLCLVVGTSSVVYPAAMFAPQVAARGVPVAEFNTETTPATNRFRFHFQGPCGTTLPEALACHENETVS
PAX8 reporter – inhibitors of PAX8 transcriptional activity in RMG-I cells. inhibition, % at 12.6 µM. 360,000 tested, 1.2% active. RMG-I TPO-luciferase reporter, SteadyGlo, 24 h;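 active = mean replicate inhibition at least 60% with every replicate also reaching 60%; inconclusive = only one of the two criteria is met; inactive = mean below 60% and not all replicates reaching 60%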;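 note: luciferase light reporting Pax8 driven TPO promoter activity; plate controls were median of neutral control wells for no effect and mitoxantrone controls for full effect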
EWS-Fli inh – blocks EWS/Fli oncoprotein-driven transcription. A673 NR0B1-luciferase reporter, viability-normalised. inhibition, % at 12.6 µM. 350,000 tested, 0.67% active;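 active = mean inhibition of at least 50% after viability correction, with every replicate also passing that limit; inconclusive = mean reaches 50% but only one of two replicates passes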;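 note: firefly luciferase signal divided by Alamar Blue viability fluorescence both relative to DMSO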
DENV2 CPE – DENV2-induced cell death inhibition; DENV2-infected cells, cytopathic effect rescue, plate reader; CPE inhibition, % at 9.99 µM; 350,000 tested, 1.7% active; in the data active = CPE inhibition above about 20%, passing the limit was not always enough; inconclusive = no clear call, values can overlap the other calls; tested in BHK-21 cells;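 note: 0% = median of neutral control wells and 100% = median of positive control wells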
An asterisk follows results filed as active; ? = inconclusive; . = not tested or not shown; & = joins results of further samples.

Compound	LGR2 antag	PAX8 reporter	EWS-Fli inh	SIRT5 inh	Casp6 inh	DENV2 CPE	ARNT-TACC3 inh
C=CC1(C)CN(Cc2ccco2)S(=O)(=O)c2c(F)cccc2O1 (stereo not given)	-30	-20	-7	-5	3	.	0
NC(=O)CC(NC(=O)Cc1cccc2ccccc12)c1ccc(NC2CCCCCCC2)c([N+](=O)[O-])c1 (stereo not given)	6	-20	-2	-1	-2	19	.
C[C@@H]1CN([C@H](C)CO)C(=O)c2cc(NS(=O)(=O)c3ccc(F)cc3)ccc2O[C@@H]1CN(C)Cc1ccc2c(c1)OCO2	-23	-2	6	2	-1	-2	.
CCc1cccc(N(CC(=O)NC2CCCCC2)C(=O)c2csnn2)c1	-14	0	1	-2	-1	1	1
C/C=C/c1ccc2c(c1)O[C@H](CN(C)Cc1ccccc1)[C@H](C)CN([C@H](C)CO)S2(=O)=O	-9	-8	15	0	3	10	-1
NS(=O)(=O)c1ccc(CCNC(=O)CC(c2ccccc2)c2ccccc2)cc1	20	45	8	12	3	-2	-5
CCOc1ccc(Cc2c(O)nc(SC)[nH]c2=O)cc1	-17	11	0	0	0	5	.
CO[C@H]1CN(C)C(=O)c2ccc(NC(C)=O)cc2OC[C@H](C)N(C(=O)c2ccccc2)C[C@@H]1C	-5	-7	1	1	0	-4	1
OCC[C@@H]1C[C@@H](O)[C@H](O)[C@]2(CCCc3ccccc3O2)O1	-7	0	5	-2	1	-3	.
COc1ccc(NC(=O)Nc2ccc3c(c2)C(=O)N([C@@H](C)CO)C[C@@H](C)[C@@H](CN(C)C(=O)Nc2ccc(F)cc2)OCCCC[C@@H](C)O3)cc1	9	-6	-13	14	-1	4	1
CC(C)CC#Cc1ccc2c(c1)O[C@@H](CN(C)CC1CC1)[C@@H](C)CN([C@@H](C)CO)S2(=O)=O	-1	.	31	6	4	-7	24
CC(NC(=S)NC1CCC(C(C)(C)C)CC1)c1ccccc1 (stereo not given)	-17	-2	.	-4	-1	23*	-3
CN1CCN(S(=O)(=O)c2ccc(NC(=O)C(C)(C)C)cc2)CC1	-21	.	2	0	-3	-4	0
Cc1noc(C)c1NC(=O)Nc1ccc2c(c1)C(=O)N([C@@H](C)CO)C[C@H](C)[C@@H](CN(C)C(=O)Nc1cccc3ccccc13)OCCCC[C@H](C)O2	-13	-4	22	.	.	-1	3
COc1ccc(C(=O)NCCc2nnc3ccc(SCC(=O)N4CCCCC4)nn23)cc1	2	17	6	8	0	-1	-1
CCS(=O)(=O)NCC[C@@H]1CC[C@H](NS(=O)(=O)c2ccccc2C)[C@H](CO)O1	-12	-3	-3	0	-6	-11	4
Cc1ccc(CCCNC(=O)C2CCC(=O)N(Cc3cccc(F)c3)C2)cc1 (stereo not given)	-11	10	-4	-3	-1	2	6
N#Cc1cccc(NCC(=O)Nc2ccc3c(c2)OCCO3)c1	-38	-118	-53	0	0	16	-2
O=C1c2ccccc2CN1C(CO)Cc1ccccc1 (stereo not given)	-10	13	-5	-2	1	-3	-6
Cc1cc(C(=O)N2CCC2(C)C(=O)NCCC#N)nn1C (stereo not given)	13	3	13	2	2	4	.
C=CCOc1ccc(C[C@H](N)C(=O)NC[C@H]2O[C@@H](n3cc(C)c(=O)[nH]c3=O)C[C@@H]2O)cc1	-9	-5	1	-4	-1	.	.
CCOc1ccc(N=Cc2c(O)c3ccccc3oc2=O)cc1	-41	-19	.	.	.	.	-14
COc1ccc(OC)c(COC(=O)c2cc([N+](=O)[O-])ccc2N2CCOCC2)c1	-4	25	65*	-1	0	-8	.
C[C@@H]1CN([C@H](C)CO)C(=O)c2cc(NC(=O)Nc3ccccc3)ccc2O[C@H]1CN(C)C(=O)Nc1ccc(C(F)(F)F)cc1	15	.	7	5	1	-4	2
O=C(NCC[C@H]1CC[C@H](NS(=O)(=O)c2ccccc2)[C@H](CO)O1)c1ccccc1F	-12	-16	4	5	-2	-2	5
C[C@@H]1CN([C@@H](C)CO)C(=O)c2cc(NC(=O)Cc3cn(C)c4ccccc34)ccc2O[C@@H]1CN(C)Cc1ccc(Cl)c(Cl)c1	13	.	-3	14	0	-3	20
CCCCC1(CC)COC(c2ccccc2)OC1 (stereo not given)	6	-27	-6	.	2	-7	.
COc1ccc(C2CCCN2C(=O)Nc2ccc(Cl)cc2)cc1OC (stereo not given)	-18	-34	-45	6	-3	-6	-6
C[C@@H]1CN([C@H](C)CO)C(=O)Cc2cc(NC(=O)Nc3ccc(C(F)(F)F)cc3)ccc2O[C@H]1CN(C)S(=O)(=O)c1cccs1	11	-18	-5	4	-3	13	19
OC1CCN(CC(O)C(F)(F)F)CC1 (stereo not given)	-10	-1	-7	-3	-1	2	0
Cc1ccc(S(=O)(=O)Nc2ccc3c(c2)CC(=O)N([C@H](C)CO)C[C@@H](C)[C@H](CN(C)C(=O)Nc2cccc4ccccc24)O3)cc1	-14	7	2	3	-9	11	-11
COc1ccccc1NC(=O)C(C)n1cnc2c(oc3nc4c(cc32)CCCC4)c1=O (stereo not given)	-2	-19	.	0	5	2	.
CCc1ccc(NC(=O)CSc2nnc(C)c(=O)n2N)cc1	5	15	1	0	4	-3	-1
COCc1c(C(=O)OCC(=O)N(C)C2CCS(=O)(=O)C2)oc2ccccc12 (stereo not given)	-13	-4	-2	0	3	-9	-1
O=C(N[C@@H]1CC[C@@H](CC(=O)N2CCOCC2)O[C@@H]1CO)c1ccc2c(c1)OCO2	-7	-3	6	2	0	17	-6
COc1ccc(S(=O)(=O)NCC(c2ccco2)N2CCOCC2)cc1 (stereo not given)	5	11	4	-4	4	.	2
C[C@@H]1CCCCO[C@H](CN(C)Cc2ccncc2)[C@@H](C)CN([C@H](C)CO)C(=O)c2cc(NS(=O)(=O)c3cn(C)cn3)ccc2O1	-6	-2	0	-1	-1	5	-3
CC(C)CC#Cc1cnc2c(c1)C(=O)N([C@H](C)CO)C[C@@H](C)[C@H](CN(C)C(=O)c1ccc(F)cc1)O2	-1	.	-7	0	0	-12	5
Cc1c(C=O)c2ccccn2c1C(=O)c1ccc(Cl)c([N+](=O)[O-])c1	13	5	14	-5	1	.	-5
O=C(CSc1nnc(NC(=O)C2CC2)s1)NCc1ccco1	-2	-6	2	4	3	?	0
O=C(N/N=C/c1c(F)cccc1Cl)C1CC1	0	-2	-3	-2	0	6	-4
Cc1ccccc1CN(C)C[C@@H]1OCc2cnnn2CCCC(=O)N([C@H](C)CO)C[C@H]1C	14&10	11&-17&9	2&-5&0	-2&-3	-3&-1	7&-5	0
CC(=O)c1ccc(NC(=O)C2=CC(c3cccs3)=NS(=O)(=O)N2C)cc1	0	-2	-3	6	7	15	-11
Cc1cc(C)cc(-c2nnc(SCC(=O)NC3CC3)o2)c1	-25	-7	-8	-2	1	11	.
CN(C)C(=O)c1cccc(-c2ccc3c(c2)[C@@H]2[C@@H](CCN2S(=O)(=O)c2cn(C)cn2)[C@H](CO)N3)c1	-13	-2	5	1	-1	4	1
CS(=O)(=O)N(CC(=O)Nc1ccc(S(=O)(=O)N2CCOCC2)cc1)c1cccc(F)c1	13	15	10	.	-1	2	3
CC(=O)N[C@@H]1CC[C@H](CC(=O)NCC2CCCCC2)O[C@@H]1CO	1	-9	0	-1	0	5	-3
C[C@H]1CN([C@@H](C)CO)C(=O)c2cccc(NS(C)(=O)=O)c2O[C@H]1CN(C)S(C)(=O)=O	-6	.	5	-2	-1	4	-2
O=C(CNC(=O)Cc1ccc(Cl)cc1)NCC(=O)N1CCCCC1	5	1	.	1	1	-10	-4
Cc1ccc(NC(=O)CCNS(=O)(=O)c2ccc3c(c2)CCC(=O)N3)cc1C	26	1	4	-1	2	4	-2
O=C(COC(=O)c1cc(S(=O)(=O)N2CCOCC2)ccc1Cl)NCCc1ccccc1	-4	-4	-2	-7	-2	4	6
Cc1ccc(S(=O)(=O)N(C)C[C@H]2OCCCC[C@H](C)Oc3ccc(NS(=O)(=O)c4ccccc4)cc3C(=O)N([C@H](C)CO)C[C@H]2C)cc1	1	22	-1	27*	1	3	-6
COc1ccc(CC(=O)Nc2cc(C)ccn2)cc1OC	13	-6	-12	-2	1	0	7
C[C@@H]1CN([C@H](C)CO)C(=O)c2cc(NC(=O)Nc3ccccc3)ccc2O[C@H]1CN(C)CC1CCCCC1	-10	21	6	2	5	10	-5
O=C(Nc1ccccc1)N1CCCCN2[C@H](C1)[C@H](c1ccc(Br)cc1)[C@@H]2CO	3	-15	2	2	-2	8	-4
CCCNC(=O)C1(C)CCN(Cc2csc3ccccc23)C1 (stereo not given)	-3	4	4	-3	-2	0	.
CC(CCc1ccc(O)cc1)NC(c1ccccc1)c1ccc(Cl)cc1 (stereo not given)	23	3	26	.	0	55*	-1
COC(=O)C1=C(C)N(Cc2cccc(C(F)(F)F)c2)C(=NCC2CC2)NC1c1ccccc1 (stereo not given)	25	-22	8	.	13	11	.
O=S(=O)(c1ccc(=S)[nH]c1)N1CCOCC1	8	-5	4	0	1	11	0
Cc1c(NC(=O)CSCc2ccc(Br)cc2)c(=O)n(-c2ccccc2)n1C	2	18	-3	-1	-1	.	10

The listing continues.
Compound	LGR2 antag	PAX8 reporter	EWS-Fli inh	SIRT5 inh	Casp6 inh	DENV2 CPE	ARNT-TACC3 inh
O=C(COc1ccccc1)Nc1ccc(F)cc1	-5	-5	2	8	3	2	-9
Cc1cc(C(=O)COc2cccc([N+](=O)[O-])c2)c(C)n1C1CC1	.	-108	-126	-2	2	10	29
CC(=O)c1cccc(N(CC(=O)NC2CCCC2)C(=O)CNC(=O)c2cccs2)c1	3	19	-3	-2	2	4	2
CC(C)NC(=O)C1(C)CCCN1Cc1ccccc1C#N (stereo not given)	38	-8	-2	-1	1	?	.
COc1cc(/C=C/C(=O)OCC(=O)N(CC(C)C)c2c(N)n(Cc3ccccc3)c(=O)[nH]c2=O)ccc1O	-6	-28	-1	0	-1	-1	0
CCOC(=O)c1ccc(C(=O)OCC)c(NC(=S)Nc2ccc([N+](=O)[O-])cc2OC)c1	-9	-83	.	.	.	.	8
O=C(COC(=O)c1c(F)cccc1F)NCCNC(=O)COC(=O)c1c(F)cccc1F	-9	6	2	-1	-3	15	-6

SIRT5 inh, hit marks shown above.
molecule	LGR2 antag	SIRT5 inh	Casp6 inh	ARNT-TACC3 inh
Cc1ccc(S(=O)(=O)N(C)C[C@H]2OCCCC[C@H](C)Oc3ccc(NS(=O)(=O)c4ccccc4)cc3C(=O)N([C@H](C)CO)C[C@H]2C)cc1	1	27*	1	-6
